NFkB transloc pot = enhancers of NFkB p65 translocation in HUVEC – imaging, IL-1B stimulus, high-content imaging, primary screen; HUVEC IL-1B NFkB p65 nuclear translocation imaging; activation, % at 2 µM; 94,000 compounds, 0.3% hits; AID 819, 2007;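 active = activation above 40%, about the mean plus 3 SD, also judged a hit on visual image review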;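 also: percent activation is computed from the nuclear over cytoplasmic p65 intensity ratio; values of inactives mirror those of a sister screen read the other way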
MRP reversal = reversal of MRP1-mediated doxorubicin resistance, primary screen, H69AR cells, doxorubicin co-treatment; H69AR cells + 2 uM doxorubicin, CellTiter-Glo, 72 h; differential viability (reversal), % at 10 µM; 85,000 compounds, 0.04% hits;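 active = viability drop by adding the cancer drug above about 55%, with treated viability meeting a 40% cutoff, limit read from the data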;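 also: viability without doxorubicin minus viability with 2 µM doxorubicin for each compound; larger differential means the compound sensitizes cells more to doxorubicin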
PLAP inhibitors HTS = PLAP enzyme inhibitors, biochemical, luminescence, HTS (AID 690) | inhibition, % at 20 µM, or IC50 in µM where a hit was titrated | purified PLAP, luminescent substrate; higher % means a stronger effect | Alkaline phosphatase, placental type (Homo sapiens) | 96,000 compounds, 0.08% hits; in the data active = a potency from the dose series; inactive = the rest, 99 in 100 with inhibition below about 30%; also: strong numbers were not always called active
IL1B NFkB inh = inhibitors of IL-1B driven NFkB p65 nuclear import, primary screen, imaging, HUVEC, IL-1B stimulus, high-content imaging; HUVEC IL-1B NFkB p65 nuclear translocation imaging; inhibition, % at 2 µM; 94,000 compounds, 0.43% hits;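 active = inhibition above about 30% together with a positive call from visual inspection of the well image, limit read from the data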;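 also: nuclear over cytoplasmic p65 intensity ratio measured by imaging; 0% = IL-1B stimulated DMSO wells and 100% = unstimulated DMSO wells; values of inactives mirror those of a sister screen read the other way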
Bcl-B displacement = displacers of TR3 peptide from Bcl-B, primary screen, selectivity assay for Bfl-1 inhibitor project, biochemical, fluorescence polarization; Bcl-2-like protein 10 (Homo sapiens); 96,000 compounds, 0.11% hits; displacement, % at 20 µM; hits with a dose series show IC50 in µM; FP displacement of FITC-TR3 peptide from Bcl-B; higher % means a stronger effect;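 active = displacement above 50% at 20 µM plus a fluorescence interference ratio under 1.5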;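 also: plate controls were wells without compound for no effect and wells lacking Bcl-B protein for full effect; a part of the inactive calls stands beside numbers as strong as those of hits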
MRP reversal cytotoxicity = recorded beside MRP reversal, whose call it bears; viability, %; H69AR cells, CellTiter-Glo, 72 h; measured here: cytotoxicity without doxorubicin
MRP reversal with doxorubicin = further read-out of MRP reversal, marked with its call; viability, %; measured here: viability with 2 uM doxorubicin; hits give low values
IL1B NFkB inh cell count 2 µM = second read-out of IL1B NFkB inh, no call of its own (marks repeat the call); cell count; measured here: cells passing quality filter;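 raw number of nuclei counted in each imaged well without normalization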
NFkB transloc pot cell count 2 µM = second read-out of NFkB transloc pot, no call of its own (marks repeat the call); cell count; measured here: cells passing quality filter
The depositor's hits bear a star; x = no result given. An excerpt (hit frequency here may not be typical).

molecule | NFkB transloc pot | NFkB transloc pot cell count 2 µM | MRP reversal | MRP reversal cytotoxicity | MRP reversal with doxorubicin | PLAP inhibitors HTS | IL1B NFkB inh | IL1B NFkB inh cell count 2 µM | Bcl-B displacement
CC(=O)C(Cc1cnc(Cl)s1)(Cc1cnc(Cl)s1)C(C)=O | 2 | 150 | x | x | x | -9% | -2 | 150 | 1%
Cc1cc(CN2CCN(CCC#N)CC2)c(O)c(C2(C)CCCCC2)c1 | 19 | 164 | -4 | 38 | 42 | -23% | -19 | 164 | -6%
Cc1csc(NC(=O)CCCSc2nc3ccccc3s2)n1 | 4 | 151 | -13 | 90 | 103 | -36% | -4 | 151 | -9%
CC(=O)NC1CC2CCCC(C1)N2C(=O)Nc1ccc(Cl)c(C(F)(F)F)c1 (centres undefined) | 29 | 207 | -3 | 75 | 78 | -3% | -30 | 207 | 3%
CC(C)OC(=O)CSc1n[nH]c(-c2cccnc2)n1 | -2 | 72 | 16 | 103 | 87 | -10% | 2 | 72 | -3%
Cc1cccc(CSc2nnc(NC(=O)c3ccco3)s2)c1 | -5 | 146 | -2 | 97 | 99 | 10% | 5 | 146 | 2%
CCc1ccc2nc(N3CCN(C)CC3)c(C#N)cc2c1 | 33 | 123 | 15 | 87 | 72 | -50% | -33 | 123 | -2%
Cc1cc(C(=O)N/N=C/c2cccc(Cl)c2Cl)no1 | 22 | 176 | x | x | x | 11% | -22 | 176 | 0%
CC(=O)N1N=C(c2ccc(Cl)cc2)OC1c1ccc(C(C)C)cc1 (centres undefined) | -1 | 127 | 14 | 95 | 81 | -20% | 1 | 127 | 3%
O=C(Cn1cnc2ccccc21)NC(c1ccccc1)c1ccccc1 | -5 | 191 | -3 | 72 | 75 | -13% | 5 | 191 | -8%
COc1ccccc1CNC(=O)CCC(=O)Nc1nnc(C(C)C)s1 | 10 | 161 | 3 | 92 | 89 | -3% | -10 | 161 | -4%
O=C(c1cccn2c(=O)c3ccccc3nc12)N1CCN(c2ccccn2)CC1 | 17 | 66 | 14 | 95 | 81 | -10% | -16 | 66 | 1%
O=S(=O)(Nc1cccc(CCc2ccccn2)c1)c1ccc2ccccc2c1 | -5 | 125 | x | x | x | 0% | 5 | 125 | 0%
COCCNS(=O)(=O)c1ccc(C2CNC(=O)C2)cc1 (centres undefined) | 16 | 177 | -43 | 49 | 92 | 15% | -16 | 177 | -10%
COc1ccc(NC(C)=O)cc1NC(=O)CSc1nnc(-c2ccccc2)n1N | -3 | 72 | 1 | 94 | 93 | 7% | 3 | 72 | -8%
Cc1ccc(-n2nnnc2-c2cnc3ccc(Cl)cc3c2-c2ccccc2)cc1 | 2 | 154 | x | x | x | 9% | -2 | 154 | -8%
c1coc(-c2nnc3sc(Cc4cccs4)nn23)c1 | 14 | 117 | 12 | 86 | 74 | 6% | -14 | 117 | 19%
CC(C)Oc1ccc(C(=O)NC2(C(F)(F)F)N=C3SCCN3C2=O)cc1 (centres undefined) | 29 | 194 | 6 | 90 | 84 | -12% | -29 | 194 | 7%
O=C(NC1(C(F)(F)F)N=C(c2ccccc2)NC1=O)c1ccc(Cl)cc1Cl (centres undefined) | -7 | 157 | x | x | x | 1% | 7 | 157 | 13%
Cc1cc(Nc2ccc(Br)c(C)c2)n2nc(C)nc2n1 | x | x | -20 | 47 | 67 | -59% | x | x | -3%
COc1ccc(C(=O)Nn2c(SCC(=O)c3ccccc3)nc3ccccc3c2=O)cc1 | 2 | 171 | 1 | 79 | 78 | -11% | -2 | 171 | 5%
CC(=O)Nc1ccc(OCC(O)CN2CCN(c3cc(Cl)ccc3C)CC2)cc1 (centres undefined) | 3 | 102 | -8 | 78 | 87 | -81% | -3 | 102 | -10%
OC(COCc1cccs1)CN1CCN(c2ccccn2)CC1 (centres undefined) | 16 | 170 | -7 | 88 | 95 | 11% | -16 | 170 | 4%
Oc1ccccc1-c1nnc(SCCN2CCOCC2)n1Cc1ccccc1 | 4 | 106 | -12 | 15 | 27 | -44% | -4 | 106 | 24%
CC(C)CC(C(=O)Nn1cnnc1)N1C(=O)c2ccccc2C1=O (centres undefined) | -7 | 145 | 10 | 105 | 95 | -73% | 7 | 145 | -8%
CCCC1(C)Nc2ccccc2-c2nc3ccccc3n21 (centres undefined) | -5 | 128 | -21 | 99 | 120 | 2% | 5 | 128 | 5%
CCCCCCCCNC(=O)C(CCC(=O)OCc1ccccc1)NC(C)=O (centres undefined) | 35 | 83 | 23 | 110 | 86 | -70% | -34 | 83 | -2%
CC(C)c1nnc(NC(=O)CCC(=O)Nc2ccc(F)cc2)s1 | 4 | 139 | -2 | 90 | 92 | 2% | -4 | 139 | 4%
Cc1nn(-c2ccc(F)cc2)c2c1cc(C#N)c1nc3ccccc3n12 | 11 | 164 | 9 | 78 | 69 | 15% | -11 | 164 | -4%
CC1CCCC(NC(=O)Nc2cccs2)C1C (centres undefined) | 5 | 175 | 23 | 101 | 78 | 11% | -5 | 175 | -7%
O=C1COc2ccc(C(=O)c3ccccc3)cc2CN1 | 5 | 135 | 7 | 92 | 85 | 16% | -5 | 135 | -10%
COc1ccc(-n2c(C)nn(C)c2=O)c(OC)c1 | -2 | 106 | x | x | x | 6% | 2 | 106 | -5%
CCCn1cnc2c(c1=O)c1nc3ccccc3nc1n2CCc1ccccc1 | 9 | 196 | -16 | 51 | 67 | 9% | -9 | 196 | -8%
Cc1c(C(=O)O)sc2ncn(C)c(=O)c12 | 2 | 136 | 1 | 92 | 91 | 10% | -2 | 136 | -8%
Cc1ccc(NCc2nnc(SCC(=O)OC3CCCCC3)o2)c(C)c1 | 7 | 129 | 14 | 103 | 88 | 7% | -7 | 129 | 3%
COc1ccc(-n2c(=O)cc(N3CC(C)OC(C)C3)[nH]c2=O)cc1 (centres undefined) | -15 | 164 | 13 | 101 | 88 | -21% | 15 | 164 | 2%
Nc1ccc(N2CCN(C(=O)c3ccco3)CC2)cc1 | -1 | 176 | 6 | 72 | 65 | 11% | 1 | 176 | -9%
COc1cccc(Nc2ncnc3c2cnn3C)c1 | 11 | 118 | 8 | 91 | 83 | 11% | -11 | 118 | -1%
CC(C)c1[nH]nc2c1C1(CCN(Cc3ccccc3)CC1)C(C#N)=C(N)O2 | x | x | 25 | 103 | 78 | -48% | x | x | 3%
CCCn1c(N)c(N(C)C)c(=O)n(CC(=O)Nc2ccc(OC(F)(F)F)cc2)c1=O | -3 | 144 | 7 | 100 | 93 | -30% | 3 | 144 | -8%
COc1ccccc1-c1c(C(F)(F)F)oc2cc(OC(=O)c3ccccc3[N+](=O)[O-])ccc2c1=O | 4 | 124 | x | x | x | 2% | -4 | 124 | -3%
CC1(C)CC(c2csc(N)n2)CCO1 (centres undefined) | 14 | 124 | 0 | 99 | 99 | 10% | -14 | 124 | -6%
Cc1noc(/C=C/N(C)C)c1S(=O)(=O)N1CCCC(C(=O)NCc2cccs2)C1 (centres undefined) | -3 | 141 | 3 | 97 | 94 | -14% | 3 | 141 | 0%
CCc1nnc(NS(=O)(=O)c2ccc(N3C(=O)C4CC=C(Cl)CC4C3=O)cc2)s1 (centres undefined) | -6 | 230 | -9 | 108 | 117 | -22% | 6 | 230 | 12%
O=C(c1ccc(F)cc1)N1C2CCC1CC(O)(c1ccccc1F)C2 (centres undefined) | -8 | 137 | 7 | 102 | 95 | -7% | 8 | 137 | -3%
O=C(Nc1cccnc1)c1ccc(NC(=O)c2ccco2)cc1 | 0 | 101 | 10 | 87 | 77 | -5% | 0 | 101 | -4%
COc1ccc(-c2nc(CS(=O)CC(=O)NCc3ccco3)c(C)o2)cc1OC (centres undefined) | 24 | 178 | 3 | 82 | 79 | -26% | -24 | 178 | 7%
COC(=O)CNc1nc(-c2cccnc2)nc2ccccc12 | x | x | -2 | 81 | 84 | 1% | x | x | 6%
CC(=O)C1C(c2ccc(F)cc2)NC(=O)NC1(O)C(F)(F)F (centres undefined) | 7 | 171 | 8 | 95 | 87 | 4% | -7 | 171 | -12%
Cn1c(N2CCOCC2)nc2c1c(=O)n(Cc1ccc(Cl)cc1)c(=O)n2C | 26 | 151 | 9 | 79 | 70 | x | -26 | 151 | x

More records follow.
molecule | NFkB transloc pot | NFkB transloc pot cell count 2 µM | MRP reversal | MRP reversal cytotoxicity | MRP reversal with doxorubicin | PLAP inhibitors HTS | IL1B NFkB inh | IL1B NFkB inh cell count 2 µM | Bcl-B displacement
COc1ccc(N2CCN(C(c3ccccc3OC)c3nnnn3C3CCCC3)CC2)cc1 (centres undefined) | x | x | 14 | 108 | 93 | -46% | x | x | 12%
Cc1cc(NC(=O)CCCS(=O)(=O)c2nc(-c3cccs3)cc(C(F)(F)F)n2)no1 | -9 | 71 | x | x | x | 2% | 9 | 71 | -8%
CC(=O)c1sc2ccccc2c1OC(=O)c1ccco1 | x | x | 0 | 84 | 84 | -2% | x | x | 1%
COc1ccc(C2(CNC(=O)c3ccco3)CCOCC2)cc1 | 18 | 157 | 7 | 83 | 77 | -1% | -18 | 157 | -6%
CC(C)(C)n1ncc2c(=O)n(CC(=O)NC3CCCCC3)cnc21 | -9 | 191 | -11 | 86 | 97 | 3% | 9 | 191 | -2%

In the list so far, these contain a Cl atom:
molecule | NFkB transloc pot | NFkB transloc pot cell count 2 µM | MRP reversal | MRP reversal cytotoxicity | MRP reversal with doxorubicin | PLAP inhibitors HTS | IL1B NFkB inh | IL1B NFkB inh cell count 2 µM | Bcl-B displacement
CC(=O)C(Cc1cnc(Cl)s1)(Cc1cnc(Cl)s1)C(C)=O | 2 | 150 | x | x | x | -9% | -2 | 150 | 1%
CC(=O)NC1CC2CCCC(C1)N2C(=O)Nc1ccc(Cl)c(C(F)(F)F)c1 (centres undefined) | 29 | 207 | -3 | 75 | 78 | -3% | -30 | 207 | 3%
Cc1cc(C(=O)N/N=C/c2cccc(Cl)c2Cl)no1 | 22 | 176 | x | x | x | 11% | -22 | 176 | 0%
CC(=O)N1N=C(c2ccc(Cl)cc2)OC1c1ccc(C(C)C)cc1 (centres undefined) | -1 | 127 | 14 | 95 | 81 | -20% | 1 | 127 | 3%
Cc1ccc(-n2nnnc2-c2cnc3ccc(Cl)cc3c2-c2ccccc2)cc1 | 2 | 154 | x | x | x | 9% | -2 | 154 | -8%
O=C(NC1(C(F)(F)F)N=C(c2ccccc2)NC1=O)c1ccc(Cl)cc1Cl (centres undefined) | -7 | 157 | x | x | x | 1% | 7 | 157 | 13%
CC(=O)Nc1ccc(OCC(O)CN2CCN(c3cc(Cl)ccc3C)CC2)cc1 (centres undefined) | 3 | 102 | -8 | 78 | 87 | -81% | -3 | 102 | -10%
CCc1nnc(NS(=O)(=O)c2ccc(N3C(=O)C4CC=C(Cl)CC4C3=O)cc2)s1 (centres undefined) | -6 | 230 | -9 | 108 | 117 | -22% | 6 | 230 | 12%
Cn1c(N2CCOCC2)nc2c1c(=O)n(Cc1ccc(Cl)cc1)c(=O)n2C | 26 | 151 | 9 | 79 | 70 | x | -26 | 151 | x
